Bioassay records: PubChem, Southern Research Specialized Biocontainment Screening Center
tuberculosis growth: growth inhibition of non-replicating M. tuberculosis (AID 488890) | inhibition, % at 25 µM, or IC50 in µM where a hit was titrated | Mycobacterium tuberculosis non-replicating, growth inhibition; higher % means a stronger effect | 0.39% of 320,000 active; in the data active means a potency from the dose series; inconclusive means inhibition mostly from about 82% at the one dose, without a potency; inactive means the rest, 99 in 100 with inhibition below about 76%;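 further: plate controls were DMSO cells for no effect and high antibiotic wells for full effect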
H37Rv inhibition: M. tuberculosis growth inhibition, HTS (AID 449762) | M. tuberculosis H37Rv growth inhibition, 7H9 media; higher % means a stronger effect | one-dose inhibition, % at 25 µM; IC50 in µM for titrated hits | 0.59% of 330,000 active; in the data active means a potency from the dose series; inconclusive means inhibition above about 70% without an active follow-up result;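 further: bacterial growth assessed after seven days of incubation; strong numbers were not always called active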
PhoP GFP inhibition: PhoP regulon inhibitors, Salmonella typhi PhoP promoter GFP reporter, confirmatory (AID 1850). inhibition, % at 50 µM; hits with a dose series show IC50 in µM. Salmonella Typhi PhoP-promoter GFP reporter, fluorescence, 4 h; higher % means a stronger effect. 0.33% of 310,000 active; in the data active means a potency from the dose series; inconclusive means inhibition mostly from about 25% at the one dose, without a potency; inactive means the rest, 99 in 100 with inhibition below about 19%;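 further: 0% = induced wells with vehicle and 100% = uninduced wells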
inhibitors of VEEV: inhibitors of VEEV TC-83 cytopathic effect, confirmation, Vero cells (AID 588727) | Vero cells, VEEV TC-83 cytopathic effect inhibition; higher % means a stronger effect | one-dose inhibition, % at 20 µM; IC50 in µM for titrated hits | 0.13% of 350,000 active; in the data active means a potency from the dose series; inconclusive means inhibition mostly from about 14% at the one dose, without a potency; inactive means the rest, 99 in 100 with inhibition below about 12%; further: strong numbers were not always called active
H1N1 NS1A inhibition: H1N1 influenza NS1A inhibitors, functional cell based assay (AID 504329); NS1A functional cell-based assay, percent inhibition; higher % means a stronger effect; inhibition, % at 12.5 µM; hits with a dose series show IC50 in µM; 0.3% of 340,000 active; in the data active means a potency from the dose series; inconclusive means inhibition above about 27% without an active follow-up result; further: strong numbers were not always called active
inhibitors of VEEV 10K pilot screen: second read-out of inhibitors of VEEV, no call of its own (marks repeat the call); inhibition, %; measured here: 10K pilot screen inhibition
Starred values were filed as active, the others as inactive; i = inactive; u = inconclusive; x = not tested or not shown; & = joins results of further samples.

SMILES	tuberculosis growth	H37Rv inhibition	PhoP GFP inhibition	inhibitors of VEEV	H1N1 NS1A inhibition	others
Clc1cccc(N2CCNCC2)c1Cl	-6%	-4%	-2%	0.5%	-7%
Cc1ccc(SCC(=O)OC(C)C(=O)NC2(C#N)CCCCC2)cc1 (centres undefined)	10%	-3%	-5%	1.0%	9%
CCCCCN(C(=O)CCC(=O)OCc1cccc(F)c1)c1c(N)n(CCCC)c(=O)[nH]c1=O	8%	-1%	-6%	4.5%	-9%
C=CCOC(=O)C1=C(C)NC(C)=C(C(=O)OCC=C)C1/C=C/c1ccccc1	14%	-2%	7%	4.6%	6%
N#Cc1cc(C(=O)c2ccccc2O)cn(-c2nccs2)c1=O	46%	-5%	3%	10.0%	-5%
NC(=O)C1=C[C@@H](c2ccc(C(F)(F)F)cc2)C[C@@H](OCCCCO)O1	1%	-1%	-4%	0.5%	1%
CC(C)Cc1ccc(C#N)c(SCC(N)=O)n1	-2%	4%	-6%	0.6%	-10%
COc1ccc(C2c3ccc(O)cc3Oc3ncn(Cc4ccco4)c(=N)c32)cc1 (centres undefined)	22%	-1%	5%	8.6%	-7%
O=C(Nc1ccnn1C1CCN(Cc2ccc(C#CCCO)cc2)CC1)c1cccc(F)c1	-2%	2%	-10%	i	0%
O=C(CCC1CCCC1)N1CCN(S(=O)(=O)c2ccc(Br)cc2)CC1	0%	-3%	x	4.9%	-10%
CCc1nc(SCC(=O)Nc2ccc(Br)cn2)n[nH]1	44%	-4%	1%	i	1%
Cc1cc(/C=N/NC(=O)C(O)(c2ccccc2)c2ccccc2)c(C)n1-c1ccccc1	21%	6%	-2%	0.0%	3%
CCCS(=O)(=O)Nc1c(C(=O)O)[nH]c2ccccc12	-9%	-11%	-9%	i	3%	inhibitors of VEEV 10K pilot screen=0.1
Cc1cc(C(=O)COC(=O)c2ccccc2O)c(C)n1Cc1cccs1	75%	1%	-1%	1.1%	0%
O=C(c1ccc(S(=O)(=O)c2cccc(Cl)c2)c([N+](=O)[O-])c1)N1CCN(c2ccccn2)CC1	30%	-2%	0%	7.4%	18%
CCn1c(SCC(=O)Nc2nc(-c3ccccc3)cs2)nc2c1c(=O)n(C)c(=O)n2C	-5%	-2%	-4%	1.5%	5%
O=C1Nc2ccccc2/C1=N/N=C/c1ccc(-c2ccc([N+](=O)[O-])cc2)o1	x	x	x	i	-4%
Cc1ccc(CCC(=O)NCc2ccccc2)o1	u	2%	-7%	2.6%	-26%
OCn1ncn(-c2ccccc2)c1=S	-10%	-5%	26%	1.2%	-15%
COc1ccccc1CCNC(=O)c1csc2c1CCCC2	52%	1%	5%	1.8%	9%
Nc1nnc(CC(=O)N/N=C/c2ccc(-c3ccc(Cl)cc3Cl)o2)s1	9%	8%	4%	i	4%
CC(C)OCCCNC(=O)c1cc(-c2cccnc2)nc2ccccc12	-5%	-5%	-7%	5.0%	-10%
Cc1cccc(C)c1NC(=O)C/C(N)=N/O	-9%	-3%	6%	i	2%
Cc1cccc(C(=O)NNC(=O)CCCCC(=O)NNC(=O)c2cccc(C)c2)c1	7%	-3%	-16%	i	18%

3 entries from above, arranged by length of the SMILES, smallest number first:
SMILES	tuberculosis growth	H37Rv inhibition	PhoP GFP inhibition	inhibitors of VEEV	H1N1 NS1A inhibition	others
CC(C)OCCCNC(=O)c1cc(-c2cccnc2)nc2ccccc12	-5%	-5%	-7%	5.0%	-10%
Cc1cc(C(=O)COC(=O)c2ccccc2O)c(C)n1Cc1cccs1	75%	1%	-1%	1.1%	0%
O=C1Nc2ccccc2/C1=N/N=C/c1ccc(-c2ccc([N+](=O)[O-])cc2)o1	x	x	x	i	-4%

The list continues:
SMILES	tuberculosis growth	H37Rv inhibition	PhoP GFP inhibition	inhibitors of VEEV	H1N1 NS1A inhibition	others
CCc1nc(-c2cc3ccc(C)cc3[nH]c2=O)no1	0%	-23%	-6%	2.0%	4%
CC(C)OP(=O)(OC(C)C)/C(C=O)=N\Nc1ccc([N+](=O)[O-])cc1	18%	-1%	0%	3.7%	-2%
COc1ccc(O)c(C(=O)c2cnn(-c3ccc(Cl)cc3)c2)c1	19%	9%	0%	1.7%	-17%
CCCCC1CCC(C(=O)OC(C)C(=O)Nc2ccc(NC(C)=O)cc2)CC1 (centres undefined)	8%	-7%	-11%	i	-3%
CC(=O)c1cn(CCOc2ccc(F)cc2)c2ccccc12	48%	5%	3%	i	-1%
Cc1nc(CN2CCCCC2)c(O)c(=O)[nH]1	x	x	x	i	-2%
CC(C)CN1C(=O)NC(NS(=O)(=O)c2ccc(N)cc2)(C(F)(F)F)C1=O (centres undefined)	11%	-7%	-3%	1.0%	-1%
O=C(COn1nnc2ccc(S(=O)(=O)N3CCOCC3)cc21)Nc1c(F)c(F)c(F)c(F)c1F	5%	3%	-1%	0.8%	11%
O=C(CSc1nc(C(F)(F)F)cc(=O)[nH]1)N1CCCC1	-5%	-1%	-4%	0.8%	-20%
COCCNC(=O)CCCCCn1c(=S)[nH]c2ccccc2c1=O	-11%	3%	2%	1.2%	0%
COc1ccc2[nH]c3c(c2c1)CCN1C(=O)C(CC(=O)NCC24CC5CC(CC(C5)C2)C4)C[C@H](C(=O)N2CCOCC2)[C@@]31C (some centres undefined)	x	x	x	0.3%	-11%
Cc1ccc(S(=O)(=O)c2ccc(NN)cc2)cc1	x	x	x	1.0%	-3%
Cc1ccc(Cl)cc1NC(=O)C[n+]1ccc(Cc2ccc([N+](=O)[O-])cc2)cc1	77%	u	-8%	3.9%	7%
CCOc1ccccc1C1N=C(c2ccc(OC)cc2)CC(c2ccccc2O)N1 (centres undefined)	48%	13%	-29%	40%	-3%
O=C(Cn1cccc1C(=O)c1ccccc1)NCc1ccc(Cl)cc1	1%	-9%	10%	1.7%	-6%
O=c1[nH]c(=O)c2nc(-c3ccc(Cl)cc3)cnc2[nH]1	-8%	1%	-7%	1.1%	1%
CC1Cc2ccccc2N1C(=O)COC(=O)C1=COCCO1 (centres undefined)	-12%	u	0%	1.9%	8%
CNC(=S)N1C2CCCC1CC(NC(=O)c1ccc(C)cc1)C2 (centres undefined)	x	x	x	0.1%	2%
Cc1oc(C)c(C(=O)NCCCC(=O)O)c1C(=O)NCCCC(=O)O	-9%	-3%	8%	0.5%	-1%
CCN(Cc1ccccc1)S(=O)(=O)c1cc(C(=O)c2c(N)n(C)c(=O)n(C)c2=O)ccc1OC	17%	2%	5%	5.8%	0%
Cc1ccc(-n2nnnc2SCCNS(=O)(=O)c2ccccc2)cc1C	-3%	10%	8%	1.9%	-6%
Cc1cc(OCC(=O)N[C@@H](Cc2ccccc2)c2nc3ccccc3[nH]2)ccc1Cl	7%	6%	-8%	0.9%	-13%
NC(=O)c1ccsc1NC(=O)CSc1nnc(Nc2ccccc2)s1	23%	7%	18%	8.6%	-8%
COc1ccc(C2(C)NC(=O)N(CC(=O)Nc3ccc4[nH]c(=O)[nH]c4c3)C2=O)cc1 (centres undefined)	-5%	-10%	5%	14%	-3%
COc1ccc(CNC(=O)COC(=O)CN2C(=O)NC3(CCCC3)C2=O)cc1	-11%	0%	x	8.6%	-10%
CSC1=NSC2=NC(=O)/C(=C\c3cccs3)C(=N)N12	4.5µM*	4%	0%	i	6%
Cc1ccc(-c2cc3c(nn2)-c2ccccc2C3=O)cc1	2%	-1%	1%	0.4%	19%
CCCC(=O)Nc1ccc(C(=O)COC(=O)C2=COCCO2)cc1	x	x	x	2.2%	-12%
Cc1nc(C(=O)NCc2ccccc2)sc1C1(C)CC(c2cccnc2)=NO1 (centres undefined)	36%	0%	6%	0.1%	-3%
Cc1c(N)cc[n+](CC(=O)c2ccccc2)c1C	-7%	-2%	8%	i	4%
N#Cc1ccc(S(=O)(=O)Nc2ccc3ccccc3n2)cc1	-28%	11%	-1%	0.2%	-22%
COc1ccc(C(=O)Nc2ccc3c4c(cccc24)CC3)cc1	u	u	6%	5.4%	-5%
CCOc1ccc(NC(=O)C2CC(=O)N(Cc3ccco3)C2)cc1 (centres undefined)	-16%	-3%	x	0.5%	-2%
CC(=O)Nc1ccc(S(=O)(=O)NC2Cc3ccccc3C2)cc1	-27%	-6%	-2%	0.7%	15%
CCC(=O)N1CCc2cc(Br)cc(S(=O)(=O)N3CCCCC3CC)c21 (centres undefined)	-11%	-3%	6%	2.5%	0%
CS(=O)(=O)N1CCc2cc(C(=O)N3CCCCC3)ccc21	2%	3%	2%	0.2%	-6%
O=C(N/N=C/c1cn(CC(=O)N2CCOCC2)c2ccccc12)c1cccnc1	-5%	6%	11%	3.4%	1%
Nc1ccc(S(=O)(=O)c2ccc(N)cc2)cc1	73%	u	12%&23%	0.1%	5%
CC(/C=N/NC(=O)NC1CCCCC1)=C\c1ccccc1	35%	4%	-8%	0.6%	-10%
CCN1CCN(c2cc(C)c3cc(NC(=S)N(C)Cc4ccccc4)ccc3n2)CC1	50%	6%	3%	i	-9%
COC(=O)CNC(=O)C1CCN(S(=O)(=O)c2cnc[nH]2)CC1	-4%	9%	-1%	1.7%	-6%
COc1ccc(C2=NOC(c3nnc(-c4ccccc4)o3)C2)cc1 (centres undefined)	43%	2%	-6%	0.1%	5%
COc1ccc(OC)c(Cc2nnc(CCC(=O)N3CCCCC3c3nccs3)o2)c1 (centres undefined)	4%	-4%	18%	i	7%
COc1cc(/C=C(\C#N)C(=O)NCC2CCCO2)cc(OC)c1OC (centres undefined)	2%	5%	0%	1.4%	-6%
C/C(=N/NC(=O)CN1CCN(Cc2ccccc2Cl)CC1)c1cccs1	13%	9%	-22%	1.9%	x
CCN(CC)S(=O)(=O)c1ccc(C)c(NC(=O)COC(=O)CN2C(=O)NC(C)(C)C2=O)c1	-12%	-3%	10%	i	-6%
Cc1ccc(C2(C)NC(=O)N(CC(=O)NCc3cccc(Cl)c3)C2=O)cc1 (centres undefined)	4%	1%	-1%	0.3%	18%
CC(=O)Nc1ccccc1OCC(=O)N(Cc1ccccc1)C(C)C	35%	4%	11%	i	3%

Looked up one by one from above, four records:
SMILES	tuberculosis growth	H37Rv inhibition	PhoP GFP inhibition	inhibitors of VEEV	H1N1 NS1A inhibition	others
OCn1ncn(-c2ccccc2)c1=S	-10%	-5%	26%	1.2%	-15%
Cc1cc(/C=N/NC(=O)C(O)(c2ccccc2)c2ccccc2)c(C)n1-c1ccccc1	21%	6%	-2%	0.0%	3%
CCCS(=O)(=O)Nc1c(C(=O)O)[nH]c2ccccc12	-9%	-11%	-9%	i	3%	inhibitors of VEEV 10K pilot screen=0.1
O=C(CSc1nc(C(F)(F)F)cc(=O)[nH]1)N1CCCC1	-5%	-1%	-4%	0.8%	-20%

Continued:
SMILES	tuberculosis growth	H37Rv inhibition	PhoP GFP inhibition	inhibitors of VEEV	H1N1 NS1A inhibition	others
NS(=O)(=O)c1ccc(-c2ccc(/C=N/NC(=O)c3ccccc3O)o2)cc1	1%	6%	-3%	12%	-8%
O=C(O)c1cccc(Nc2ncnc3c2cnn3-c2ccccc2)c1	2%	4%	0%	i	-4%
COc1cc(/C=N/NC(=O)C(Cc2c[nH]c3ccccc23)NC(=O)OCC(C)C)cc([N+](=O)[O-])c1OCc1ccccc1 (centres undefined)	67%	-2%	2%	1.3%	4%
CCN(CC)CCNC(=O)Cn1c(C)cc2ccccc2c1=O	-5%	-8%	-3%	0.2%	6%
CCc1ccc(S(=O)(=O)NCC2(N3CCOCC3)CCCCC2)cc1	0%	-9%	x	2.2%	-6%
CCCCCCCc1nn2c(=O)cc(O)nc2s1	41%	2%	-25%	1.1%	3%
COc1ccc(-c2nc(-c3ccccc3)c(-c3cccs3)[nH]2)cc1OC	25%	56%	-9%	9.0%	4%
CSc1cccc(CNC(=O)C2CCC(=O)N(Cc3cccc(C(F)(F)F)c3)C2)c1 (centres undefined)	56%	27µM*	0%	0.9%	-6%
COCCNC(=O)C(=O)Nc1cc2c3c(c1)CCC(=O)N3CCC2	-1%	-1%	10%	i	-1%
COc1ccc(NC(=O)Nc2nnc(CC(=O)NCc3ccccc3)s2)cc1	27%	-2%	2%	2.4%	-11%
O=C(N/N=C/c1cccc2cccnc12)c1ccccc1O	3.2µM*	u	8%	52%	1%
Nc1ncnc2nc(SCCOc3ccc(Cl)cc3)[nH]c12	u	22%	-1%	1.6%	3%
Cc1nn2c3ccccc3n(Cc3ccccc3)c2nc1=O	-5%	-11%	8%	i	2%
CC(C)Cc1nc2sc3c(c2c(=O)n1N)CC(C(C)C)OC3 (centres undefined)	0%	1%	7%	0.8%	-8%
COc1ccc(/C=C2/S/C(=N/S(=O)(=O)Cc3ccccc3)NC2=O)cc1OC	13%	2%	-3%	i	-16%
N#Cc1c(N2CCCC2)ccc(Br)c1Cl	12%	5%	-2%	i	-11%
CCc1nnc(NC(=O)c2ccc(F)c(S(=O)(=O)N3CCCCC3)c2)s1	x	x	x	3.5%	16%
